Cneo AK release: Cryptococcus neoformans cell lysis inducers, primary screen, AK release luminescence, single concentration; C. neoformans lysis, adenylate kinase release luminescence, 4 h; normalised: neutral wells 0, clomiphene wells 100; lysis activity, % at 15 µM; 360,000 compounds, 0.2% hits;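 active = mean lysis activity across replicates of at least 80%, whatever share of replicates individually reach that level; inactive = mean lysis activity below 80%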
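read-out = cell lysis signal | test system = log-phase Cryptococcus neoformans yeast cells | input = cells at 5 × 10^6 per mL | medium = fresh YPD growth medium | signal = luminescent adenylate kinase detection reagent | timing = 4 h at 37 °C static, read 1 h later | dosing = single dose | controls = Clomiphene as positive lysis control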
miR122 inh: miR-122 Renilla sensor signal increase in Huh7, primary screen, miR-122 inhibitor project, cell-based, single point, plate reader. Huh7 miR-122 Renilla luciferase sensor, 48 h; neutral wells = 0, positive control = 100. activation (reporter increase), % at 12.5 µM. 340,000 compounds, 0.3% hits;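 active = mean replicate activation score at least 90 and every replicate individually at or above 90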;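 note: higher luciferase means less miR-122 activity so hits act as miR-122 inhibitors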
PGC1a acetyl inh: inhibitors of PGC1a acetylation signal, primary screen, cell-based, U2OS, AlphaScreen, inhibitor mode; AlphaScreen anti-acetyl-lysine; with virally co-expressed GCN5 acetyltransferase; inhibition, % at 15.6 µM; 350,000 compounds, 0.17% hits;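 active = every replicate shows inhibition of at least 40%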;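 note: 0% = neutral control wells and 100% = positive control wells; some results beyond the cut were filed as inactive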
* marks the source's active call; other numbers are inactive results. These rows are one share of the data (hit frequency here may not be typical).

Values run as follows: Cneo AK release	miR122 inh	PGC1a acetyl inh
> CCCC1S/C(=N/N=C/c2cccs2)NC1=O (stereo not drawn)
  -3	-5	-4
> c1csc(Cc2nn3c(-c4n[nH]c5c4CCC5)nnc3s2)c1
  0	-1	8
> Cc1ccc(C(=O)Nc2cccc(C(=O)NCc3ccco3)c2)cc1
  -4	7	-3
> O=C(N/N=C/c1ccc([N+](=O)[O-])cc1)c1ccc2nc[nH]c2c1
  1	-3	9
> CC(C)C(=O)Nc1ccc(Nc2ccccc2)cc1
  -6	-4	4
> COc1ccc(CNC(=O)c2cccc3c2C(=O)N(Cc2cccnc2)C3)cc1
  -2	3	5
> Cc1ccc(CN2CCN(C(=O)CCN3C(=O)c4ccccc4C3=O)CC2)cc1
  0	6	-12
> COc1cccc(Oc2ccc(N)cc2)c1
  1	-5	1
> COc1ccc(OC)c(NC(=O)CCN2CCN(Cc3ccccc3)CC2)c1
  1	-15	-2
> CCN(CC)S(=O)(=O)c1ccc(C(=O)OCn2nnc3ccccc3c2=O)cc1
  -2	1	-4
> c1csc(-c2nn3c(Cn4cnc5ccccc54)nnc3s2)c1
  0	3	2
> CCCCN(CC)S(=O)(=O)c1ccc(C(=O)Nc2nnc(COC)o2)cc1
  -5	-6	-40
> O=C(CCN1C(=O)C2C3C=CC(C3)C2C1=O)Nc1ccc(F)cc1 (stereo not drawn)
  -1	5	2
> COc1ccc(CCNC(=O)c2cc(-c3ccccc3OC)on2)cc1OC
  -3	1	-8
> Cc1noc(C)c1C(=O)Nc1sc(C)c(C)c1C#N
  -1	-7	1

Four neighbouring compounds out of the list so far:
Values run as follows: Cneo AK release	miR122 inh	PGC1a acetyl inh
> CCCC1S/C(=N/N=C/c2cccs2)NC1=O (stereo not drawn)
  -3	-5	-4
> c1csc(Cc2nn3c(-c4n[nH]c5c4CCC5)nnc3s2)c1
  0	-1	8
> Cc1ccc(C(=O)Nc2cccc(C(=O)NCc3ccco3)c2)cc1
  -4	7	-3
> O=C(N/N=C/c1ccc([N+](=O)[O-])cc1)c1ccc2nc[nH]c2c1
  1	-3	9

Molecules above that have a thiophene ring, fused or not (4):
Values run as follows: Cneo AK release	miR122 inh	PGC1a acetyl inh
> CCCC1S/C(=N/N=C/c2cccs2)NC1=O (stereo not drawn)
  -3	-5	-4
> c1csc(Cc2nn3c(-c4n[nH]c5c4CCC5)nnc3s2)c1
  0	-1	8
> c1csc(-c2nn3c(Cn4cnc5ccccc54)nnc3s2)c1
  0	3	2
> Cc1noc(C)c1C(=O)Nc1sc(C)c(C)c1C#N
  -1	-7	1

Further structures.
Values run as follows: Cneo AK release	miR122 inh	PGC1a acetyl inh
> Cc1ccc2cc(CN(Cc3ccco3)C(=O)NCc3ccccc3)c(=O)[nH]c2c1C
  1	5	43
> Clc1ccccc1-c1nnn(Cc2ccc(-c3nn[nH]n3)cc2)n1
  -1	-2	3
> Cn1nnnc1SCC(=O)NC1CCCCC1
  22	-4	-9
> O=C(CN1CCN(S(=O)(=O)c2ccc(Cl)cc2)CC1)Nc1ccc(F)cc1F
  0	-4	-19
> COc1cccc(-c2nn(C)c3sc(C(=O)NCc4ccccn4)cc23)c1
  1	1	-18
> Cc1cc(S(=O)(=O)Nc2ccc(F)cc2)c(C)s1
  0	78	-2
> CCN(CC)S(=O)(=O)c1ccc(OC)c(NC(=O)c2ccc(OC)c([N+](=O)[O-])c2)c1
  0	-12	6
> CCOC(=O)c1c(C)[nH]c(C(=O)C(C)OC(=O)c2cccc(OCc3c(C)noc3C)c2)c1C (stereo not drawn)
  2	-8	-6
> CC(C)Sc1nc(N)c2c3c(sc2n1)CN(C)CC3
  -2	1	0
> O=C1c2oc3ccc(Br)cc3c(=O)c2C(c2cccc(F)c2)N1CCO (stereo not drawn)
  0	-1	-2
> O=C(NC12CC3CC(CC(C3)C1)C2)c1cccnc1
  -2	3	2
> Cc1ccc(SCC(=O)Nc2cccc(NC(=O)c3ccco3)c2)cc1
  -1	-2	7
> CCCCS(=O)Cc1ccccc1 (stereo not drawn)
  4	-3	-15
> CCOC(=O)c1c(NC(=O)CCCN2CCOCC2)sc2c1CC(C)(C)OC2
  -1	-16	4
> Cc1c(-c2ccco2)[n+](=O)c2c(n1[O-])CCC2
  0	-3	-1
> Nc1ccccc1N1CCN(C(=O)c2ccccc2)CC1
  11	-7	3
> OC1CN=C2Sc3ccccc3N2C1 (stereo not drawn)
  5	5	-4
> CS(=O)(=O)N(CC(=O)NC1CC1)c1cccc(F)c1
  0	2	-10
> CCN(CC)C(=O)CN(c1cc2c(cc1OC)oc1ccccc12)S(=O)(=O)c1ccc(C)cc1
  6	86	-15
> Cc1cccc(C(=O)Nc2cccc(C(=O)N3CCOCC3)c2)c1
  0	2	-10
> O=C1CCN(C(=O)Nc2cccc(Cl)c2)N1
  1	-3	1
> COCc1cc(C)[nH]c(=O)c1C#N
  1	-4	2
> CCCOc1ccc(C(=O)CCN2CCCCC2)cc1
  0	0	-13
> CC1SC(=NC(=O)C(C)N2C(=O)c3ccccc3C2=O)NC1=O (stereo not drawn)
  0	-5	1
> CCNC(=O)CSc1nnc(C2CC2)n1-c1ccccc1
  2	-4	2
> COc1cccc(-c2nnc(SCc3ccc(C#N)cc3)n2Cc2ccco2)c1
  -5	-4	20
> CN(C)c1ccc(C(=O)c2ccc(N(C)C)c(N)c2)cc1N
  3	40	43
> O=C(C/C=N/OCc1ccc(F)cc1Cl)c1cnc(-c2ccccc2)s1
  1	-3	1
> CCCCOc1ccc(C(=O)O)cc1
  -1	-3	4
> Cc1ccccc1P(=O)(CO)c1ccccc1C
  10	2	1
> OC(COc1ccc2c(c1)CCC2)CN1CCN(c2cccc(Cl)c2)CC1 (stereo not drawn)
  1	-2	48
> CCC1Nc2ncnc(N3CCc4ccccc4C3)c2N(Cc2ccc(Br)cc2)C1=O (stereo not drawn)
  0	4	-1
> Cc1ccc(N(C(=O)C2CCCC2)C2C=CS(=O)(=O)C2)cc1 (stereo not drawn)
  -6	0	-1
> COC(=O)c1cccc(NC(=O)c2ccco2)c1
  0	1	11
> O=c1c2[nH]c3ccc(Br)cc3c2ncn1CCCn1ccnc1
  -30	2	-4
> c1ccc(CC2CNc3ccccc3CN2)cc1 (stereo not drawn)
  0	-4	-16
> COc1ccc(CC(=O)NC(C)c2nnc(SCc3nc4ccccc4c(=O)[nH]3)n2C)cc1 (stereo not drawn)
  -1	0	-16
> COc1ccc(Cl)cc1S(=O)(=O)n1ccnc1C(C)C
  1	20	-1
> CN(Cc1ccccc1)S(=O)(=O)c1ccc2[nH]cc(C(=O)NCC3CCCO3)c(=O)c2c1 (stereo not drawn)
  -1	10	-10
> CCCCc1cc(O)c(CCCC)c(O)c1
  1	18	0
> CCOC(=O)CN1C2=NCCN2c2ccccc21
  4	0	5
> Cc1cc(C)n(-c2nc(-c3cccc(Cl)c3)cs2)n1
  -2	1	-5
> C=CCC(C#Cc1ccc(C)cc1)N(CC)CC (stereo not drawn)
  -1	-3	-3
> COCc1nc2ccccc2n1CCCOc1ccccc1
  5	-1	-6
> N#Cc1ccccc1N=C1CCCN1Cc1ccccc1
  -1	-5	-1
> CSCC[C@H](NC(=O)NCCC1=CCCCC1)C(=O)O
  -1	1	-1
> Cc1nc2ccc(NC(=O)c3ccc(Cl)c(NC(=O)c4cccs4)c3)cc2s1
  1	3	25
> O=C1c2ccccc2C(=O)N1c1cccc(-c2nc3ccccc3o2)c1
  -3	1	13
> C(=N/n1c2ccccc2c2ccccc21)/c1ccco1
  -4	-7	-4
> CCCOc1ccc(C(=O)C(c2ccccc2)N2CCOCC2)cc1 (stereo not drawn)
  -16	19	-8
> C#CCOCCOCCOCCNc1nc(N2CCN(C(=O)C([C@@H](C)CC)n3cc(C(N)CO)nn3)CC2)nc(N2CCN(C(=O)[C@H](CCC(=O)O)n3cc(C(N)CC(C)C)nn3)CC2)n1 (stereo partly drawn)
  0	-1	5
> CC(C)C(NS(=O)(=O)c1cccs1)C(=O)NCCN1CCN(c2ccccc2)CC1 (stereo not drawn)
  2	-6	1
> CC(C(=O)Nc1cccnc1)N1C(=O)c2ccccc2C1=O (stereo not drawn)
  0	-12	8
> CC1CCCCC1NS(=O)(=O)c1ccc(-n2cnnn2)cc1 (stereo not drawn)
  1	1	-15
> Cc1cc(C(=O)Nc2cccc(/C=C/C(=O)O)c2)c(C)o1
  -4	3	-1
> CC1(C)CC(C)(c2ccc(O)cc2O)N(c2cccc(Cl)c2)C(=S)N1 (stereo not drawn)
  1	18	-28
> CC(=O)Nc1c(O)n(C)c2ccccc12
  0	0	14
> COc1ccc(OC)c(S(=O)(=O)N2C(C)CCCC2C)c1 (stereo not drawn)
  -3	0	-7
> CCOC(=O)[C@@H]1[C@H]2COc3ccccc3[C@@H]2N2C(=O)N(c3ccc(C)cc3)C(=O)[C@]12C
  1	2	-3
> CC(=O)NC1CCC(C(=O)O)(c2ccccc2)C1 (stereo not drawn)
  -4	-4	-2

(next part)
Values run as follows: Cneo AK release	miR122 inh	PGC1a acetyl inh
> CCN1C(=O)c2cccc3c(NC(=O)c4ccc(S(=O)(=O)N(C)C)cc4)ccc1c23
  -1	-12	-18
> CCOc1ccc2[nH]c(C)c(CN3CCCCC3)c(=O)c2c1
  -2	-12	-2
> COc1cc(CN(C)CC(=O)c2[nH]c(C)c(C(C)=O)c2C)ccc1OC(F)F
  3	-10	-16
> COc1ccc(OC)c(S(=O)(=O)CC(=O)c2cc3ccc(OC)cc3oc2=O)c1
  -1	12	11
> CCCCC1CCC(C(=O)NC2CCS(=O)(=O)C2)CC1 (stereo not drawn)
  -1	0	4
> O=C(CCCCn1c(=O)c2ccccc2n(CC(=O)Nc2ccc(F)cc2)c1=O)NCc1ccco1
  -1	1	-7
> COc1ccc(OCC(=O)Nc2cccc3ncccc23)cc1
  -7	-3	2
> O=c1oc2ccccc2n1CCn1c2ccccc2c2nc3ccccc3nc21
  1	3	-23
> CCOc1ccccc1OCC(=O)Nc1nnc(C)s1
  0	-1	6
> Cc1ccc2c(c1)[C@H]1[C@H](CO2)[C@H](c2ccccc2)[C@]2(C)C(=O)Nc3cc(Cl)ccc3C(=O)N12
  0	-7	16
> O=C(c1ccc2c(c1)N(Cc1ccccc1)C(=O)CS2)N1CCOCC1
  -1	-2	13
> Cc1ccc(S(=O)(=O)N2CCN(C(=O)CN3CCc4ccccc4C3)CC2)cc1
  -2	-5	-10
> COC(=O)c1cccc(NC(=O)CSc2nnc(COc3cccc(C)c3)n2C)c1
  5	-1	-2
> O=C1CCC(=O)N1OCCCCOc1ccccc1
  -2	18	0
> Cc1ccsc1C1NC(=O)c2c(sc3c2CCCC3)N1 (stereo not drawn)
  -1	2	4
> CC1(C)NC(=O)N(CCOc2ccc3c(c2)CCC3)C1=O
  0	-10	-2
> COc1ccc(S(=O)(=O)N(C)CC(=O)Nc2c(F)cccc2F)cc1
  -5	1	-21
> N#Cc1nc(Cc2cccc3ccccc23)oc1NCCCn1ccnc1
  -1	10	-6
> Cc1cccc2c1N(CCCOc1ccc(C(C)(C)C)cc1)C(=O)C2=O
  -1	-8	5
> N#Cc1c(N)nc2c(c1N)CC(COc1ccccc1)O2 (stereo not drawn)
  -1	-5	-1
> Cc1nn(Cc2ccc(C(=O)N3c4ccc(F)cc4CCC3C)o2)c(C)c1Br (stereo not drawn)
  6	-6	17
> COc1ccc(C(=O)NCCC2=CCCCC2)cc1OC
  2	-5	33
> CS(=O)(=O)NCCCc1ccccc1
  3	-8	13
> CC(=O)Nc1ccc(S(=O)(=O)NCCN2CCOCC2)cc1
  1	-9	3
> CCN1C[C@@H]2[C@@H]3C(=O)N(Cc4ccccc4)C(=O)[C@@H]3[C@](CC)(C1=O)N2C(=O)c1ccc(Cl)c(Cl)c1
  1	-2	2
> COC1(OC)N=C(N)C2(C#N)C(c3ccc(C)cc3)C12C#N (stereo not drawn)
  -1	-6	42
> O=c1cc(O)c2c(=O)n(-c3ccccc3)c3ccccc3c2o1
  -1	-1	11
> Brc1cc2c(cc1COc1ccc(-c3nn[nH]n3)cc1)OCO2
  -1	5	-4
> Cn1cnc2c1c(=O)n(Cc1ccc(F)cc1Cl)c(=O)n2C
  -3	2	14
> CC1=CC2(C#N)C3(N=C(N)C2(C#N)C(c2ccccc2)N1)OCCO3 (stereo not drawn)
  6	2	-4
> O=C(CSc1nc(Nc2ccccc2)nc(N2CCOCC2)n1)N1CCc2ccccc21
  3	-4	-7
> Cc1cc(C)c2c(=O)cc(C(F)F)oc2c1
  -1	1	7
> Cc1cc(C)c(S(=O)(=O)c2ccccc2)c(OC(=O)c2ccc(Cl)cc2Cl)n1
  1	2	0
> Cc1cccc(C(=O)N2c3ccccc3C(=O)OC2c2ccc3c(c2)OCO3)c1 (stereo not drawn)
  -5	1	-3
> CCOC(=O)Cc1nnc(NC(=O)CSc2ccccc2)s1
  -2	0	4
> C=COCCn1c(=N)n(CCC)c2ccccc21
  -3	1	-5
> CC(=O)N(C)c1ccc(OCC(O)COc2ccc(N(C)C(C)=O)cc2)cc1
  0	2	-14
> O=C(Cn1nc(C(F)(F)F)c2c1CCCC2)NC1CCCC1
  -2	-1	-15
> Cc1ccccc1CSc1nnc(-c2cccnc2)n1N
  1	2	-2

Screens from PubChem BioAssay.
